# Screens (PubChem BioAssay)
# Vc quorum ag – induces V. cholerae light production without autoinducers. activation, % at 18.7 µM. AID 588436. V. cholerae BH1578 lux reporter, luminescence, 6 h. actives 0.16% (n = 350,000); in the data active means activation mostly above about 9.7%, no sharp cut-off; further: not every result past the cut was called active; inactives centre near 0; reference of the scale not given here
# 3CLpro inhibitor – SARS-CoV 3CLpro protease inhibition | recombinant SARS-CoV 3CLpro, quenched FRET peptide cleavage | inhibition, % at 6 µM | actives 0.14% (n = 290,000); in the data active means inhibition above about 12%
# PriA SSB inh – K. pneumoniae PriA-SSBct interaction inhibition; AlphaScreen SSBct-PriA binding, biotinylated peptide; inhibition, % at 33 µM; actives 0.6% (n = 430,000); in the data active means inhibition mostly above about 37%, no sharp cut-off; inactive means mostly below about 20%;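 further: plate controls were negative control peptide for no effect and reference peptide for full effect; strong numbers were not always called active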
# TcdB GH inh – inhibitors of Clostridioides difficile toxin B glycohydrolase; actives 0.24% (n = 350,000); AID 652162; TcdB glycohydrolase enzymatic assay, plate reader; inhibition, % at 9.99 µM; in the data active means inhibition above about 10%
# Target sequence (P18177 whole entry, looked up): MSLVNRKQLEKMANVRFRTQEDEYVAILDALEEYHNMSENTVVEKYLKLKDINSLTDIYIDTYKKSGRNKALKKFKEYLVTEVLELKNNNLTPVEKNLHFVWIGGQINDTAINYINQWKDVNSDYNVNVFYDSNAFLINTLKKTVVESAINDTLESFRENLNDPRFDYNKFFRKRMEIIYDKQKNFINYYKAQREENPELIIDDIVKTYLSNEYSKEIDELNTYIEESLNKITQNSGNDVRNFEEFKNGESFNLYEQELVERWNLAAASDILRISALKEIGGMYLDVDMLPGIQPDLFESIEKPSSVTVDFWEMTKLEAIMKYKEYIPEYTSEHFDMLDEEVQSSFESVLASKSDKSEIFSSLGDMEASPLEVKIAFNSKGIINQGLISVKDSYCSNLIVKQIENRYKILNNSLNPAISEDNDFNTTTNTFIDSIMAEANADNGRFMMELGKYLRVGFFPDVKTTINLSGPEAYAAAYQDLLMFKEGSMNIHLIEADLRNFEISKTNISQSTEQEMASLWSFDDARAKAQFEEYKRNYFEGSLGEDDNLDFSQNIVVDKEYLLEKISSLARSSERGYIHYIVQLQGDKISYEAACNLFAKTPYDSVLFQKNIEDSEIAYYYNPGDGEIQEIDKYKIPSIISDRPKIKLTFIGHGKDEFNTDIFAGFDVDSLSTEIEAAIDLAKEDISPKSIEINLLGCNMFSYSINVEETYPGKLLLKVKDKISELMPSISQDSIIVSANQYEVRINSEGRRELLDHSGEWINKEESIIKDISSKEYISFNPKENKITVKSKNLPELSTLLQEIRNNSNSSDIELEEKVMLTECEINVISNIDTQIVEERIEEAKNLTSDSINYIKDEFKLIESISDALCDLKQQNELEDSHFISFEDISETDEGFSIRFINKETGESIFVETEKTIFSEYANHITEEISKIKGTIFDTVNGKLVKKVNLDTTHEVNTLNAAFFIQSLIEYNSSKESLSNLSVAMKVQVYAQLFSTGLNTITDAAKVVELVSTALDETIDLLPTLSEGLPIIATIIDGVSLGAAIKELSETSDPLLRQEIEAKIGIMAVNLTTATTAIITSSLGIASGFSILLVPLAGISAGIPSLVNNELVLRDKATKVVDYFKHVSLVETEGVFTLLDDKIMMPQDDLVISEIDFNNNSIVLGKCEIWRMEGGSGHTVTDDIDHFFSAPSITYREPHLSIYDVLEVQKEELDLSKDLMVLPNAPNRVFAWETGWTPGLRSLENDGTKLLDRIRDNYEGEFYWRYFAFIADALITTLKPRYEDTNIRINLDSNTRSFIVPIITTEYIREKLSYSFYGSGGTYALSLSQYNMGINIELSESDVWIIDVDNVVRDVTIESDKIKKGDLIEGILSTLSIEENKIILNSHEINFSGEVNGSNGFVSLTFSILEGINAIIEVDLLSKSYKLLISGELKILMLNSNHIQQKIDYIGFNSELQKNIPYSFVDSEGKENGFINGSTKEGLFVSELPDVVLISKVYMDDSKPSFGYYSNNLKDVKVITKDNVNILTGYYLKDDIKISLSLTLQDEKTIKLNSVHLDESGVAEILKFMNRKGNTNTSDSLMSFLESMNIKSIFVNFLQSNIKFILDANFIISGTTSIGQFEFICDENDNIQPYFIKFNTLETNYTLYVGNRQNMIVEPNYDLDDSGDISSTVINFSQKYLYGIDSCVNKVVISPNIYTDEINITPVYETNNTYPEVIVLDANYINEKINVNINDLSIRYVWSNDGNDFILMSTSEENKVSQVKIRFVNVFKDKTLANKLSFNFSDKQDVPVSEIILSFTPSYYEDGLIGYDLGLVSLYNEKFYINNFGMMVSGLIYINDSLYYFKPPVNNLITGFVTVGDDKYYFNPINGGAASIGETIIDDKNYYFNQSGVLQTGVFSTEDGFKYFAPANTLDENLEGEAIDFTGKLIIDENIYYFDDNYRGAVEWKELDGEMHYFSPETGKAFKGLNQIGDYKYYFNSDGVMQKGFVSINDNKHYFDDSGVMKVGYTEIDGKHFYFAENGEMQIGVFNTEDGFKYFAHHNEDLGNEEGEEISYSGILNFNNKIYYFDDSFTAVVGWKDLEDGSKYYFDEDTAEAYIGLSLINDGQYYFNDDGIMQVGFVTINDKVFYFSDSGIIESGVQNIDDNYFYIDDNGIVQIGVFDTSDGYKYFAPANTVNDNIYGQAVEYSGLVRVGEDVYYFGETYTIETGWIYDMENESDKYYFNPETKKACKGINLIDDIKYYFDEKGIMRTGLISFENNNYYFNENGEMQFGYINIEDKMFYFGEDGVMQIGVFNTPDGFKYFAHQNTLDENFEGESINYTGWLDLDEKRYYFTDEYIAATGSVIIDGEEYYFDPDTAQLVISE
# BoNT-A LC inh2 – blocks Botulinum neurotoxin A light chain protease; multiplex microsphere protease substrate cleavage, flow cytometry; inhibition, % at 10 µM; AID 588499; actives 0.17% (n = 360,000); further: plate controls were buffer without enzyme for full effect and enzyme alone for no effect
# Yp Topo-I inh – blocks Yersinia pestis topoisomerase I activity; Y. pestis Topo-I cleavage product accumulation, plate reader; activity, % at 10 µM; actives 0.064% (n = 360,000); AID 504884; in the data active means activity above about 50%, passing the limit was not always enough; further: inactives centre near 2
# PfHsp40 rescue – rescue of PfHsp40-mediated yeast toxicity | S. cerevisiae expressing PfHsp40, growth rescue, ATP luminescence | actives 0.68% (n = 340,000) | growth rescue, % at 12.5 µM | AID 504582; in the data active means growth rescue above about 28%, passing the limit was not always enough;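 further: yeast W303a lacking pdr1 and pdr3 grown in galactose medium; growth measured after three days at 30 °C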
# Anthrax LF inh2 – inhibitors of Bacillus anthracis lethal factor protease | multiplex microsphere protease cleavage assay, LF | AID 588501 | actives 0.12% (n = 360,000) | inhibition, % at 10 µM | P15917; further: plate controls were buffer without enzyme for full effect and enzyme alone for no effect
# PrPC TRFRET – reduces human prion protein on the cell surface | P04156 | cell surface PrPC, TR-FRET read-out | inhibition, % at 13.8 µM | actives 0.43% (n = 370,000); in the data active means inhibition above about 24%; further: 0% = median of the test wells and 100% = reference compound wells
# * = called active by the depositor; i = inactive; x = not tested or not shown; & = joins results of further samples. Unless noted, no stated cut-off is given here; in the data, active means inhibition above about 30%; inconclusive means no clear call, values can overlap the other calls; inactive means below that. Not all compounds are listed. The share of hits here may be higher or lower than overall.
Compound	Vc quorum ag	3CLpro inhibitor	PriA SSB inh	TcdB GH inh	BoNT-A LC inh2	Yp Topo-I inh	PfHsp40 rescue	Anthrax LF inh2	PrPC TRFRET
O=C(Nc1cc(Cl)ccc1-n1cncn1)c1ccc(F)c(S(=O)(=O)N2CCOCC2)c1	i	x	-3	-0.5	2.0	3	-0.8	-2	-3
COc1ccc(-c2ccc(C(=O)NC(C)C)c3occc23)c(C)c1	-0.4	x	x	5.6	-1.3	37	x	-9	4
C=C(C)CN(CC)C(=O)CN1C(=O)NC(C)(c2ccc3ccccc3c2)C1=O (stereo not given)	-2.2	-1	3	-1.5	-3.8	18	-0.8	-9	4
O=C(NC(=S)N1CCN(c2ccc(F)cc2)CC1)c1ccccc1	i	x	7	0.3	-0.8	8	x	-8	1
CN(C)/C=N/c1ncc(C(=O)c2ccc(Cl)cc2Cl)s1	-0.4	3	x	-0.7	-0.8	6	-0.3	-2	3
CNC[C@@H]1OCc2ccccc2-c2c(n(C)c3ccccc23)C(=O)N([C@H](C)CO)C[C@H]1C	i	x	x	0.9&0.9	0.2	12	x	3	-11
O=C(CN1CCN(C(=O)C2CCCO2)CC1)Nc1ccc(F)cc1 (stereo not given)	-1.6	-2	-20	1.3	-0.3	8	-0.7	-2	-8
COc1ccc(-c2ccc(C#N)c(SCC(=O)Nc3sc4c(c3C#N)CCC4)n2)cc1OC	-0.4	3	-15	x	0.0	-7	-0.8	-16	-8
Cc1cc2cc3c(cc2nc1SCC(=O)N1CCOCC1)OCO3	i	-4	-1	2.8	-2.1	10	-0.1	3	-2
NS(=O)(=O)c1ccc(CCNC(=O)COc2ccc3c4c(c(=O)oc3c2)CCC4)cc1	-0.3	-4	-1	1.3	2.0	-3	1.1	3	-8
CCCNC(=O)c1nnsc1Sc1ccc(Cl)cc1	-0.6	-1	1	0.1	-0.9	3	-1.5	-3	-3
CCC(=O)Nc1ccc(Cl)c(NC(=O)c2c(OC)cccc2OC)c1	-0.6	-4	-20	0.6	-0.5	-1	-0.4	1	1
CC(=O)Nc1ccn(Cc2c(F)cccc2Cl)n1	-0.3	0	-1	x	0.2	-5	0.1	0	-5
O=C(Nc1ncccn1)c1cc([N+](=O)[O-])cc([N+](=O)[O-])c1	i	-5	5	x	-0.2	3	-1.0	0	-49
Cc1cc(C)cc(NC(=O)CCC(=O)Nc2cc(C)on2)c1	1.5	-4	-10	x	1.2	-6	-0.7	4	0
CSCCC(c1nnnn1Cc1ccccc1)N1CCC(n2c(=O)[nH]c3ccccc32)CC1 (stereo not given)	x	x	x	-0.9	0.2	x	x	-5	6
CSc1ccc(C(=O)C2CCCN(C(=O)c3ccsc3)C2)cc1 (stereo not given)	i	-4	-8	0.9	0.4	10	0.1	3	19
CCOc1ccc(NC(=O)c2ccco2)c([N+](=O)[O-])c1	-0.1	4	-8	-0.4	0.1	1	2.6	-3	-26
Cc1ccc(S(=O)(=O)NC(C(=O)N2CCOCCOCCOCC2)C(C)C)cc1 (stereo not given)	-0.2	-2	7	0.5	3.0	6	4.2	-2	2
CCCCC(=O)N(C)c1c(CC)nc2c(OCc3ccc(S(C)(=O)=O)cc3)cccn12	i	x	x	0.3	-0.3	3	x	-7	9
FC(F)(F)c1cnc(NNC(=S)Nc2ccccc2)c(Cl)c1	-5.6	x	x	-5.0	0.4	1	x	-4	0
CCc1c(C)nc2cc(-c3ccc(OC)cc3)[nH]n2c1=O	-0.4	-2	1	x	-2.3	-3	0.9	0	5
C[C@@H]1CN([C@@H](C)CO)S(=O)(=O)c2ccc(Br)cc2O[C@@H]1CN(C)C(=O)NC1CCCCC1	i	x	x	0.5&0.8	-0.6	-4	x	-3	6
CC(C)NC(=O)Nc1ccc2c(c1)C(=O)N([C@H](C)CO)C[C@H](C)[C@@H](CN(C)Cc1ccc(C(F)(F)F)cc1)OCCCC[C@@H](C)O2	0.6	x	x	-0.3&1.1	-0.3	3	x	-1	-6
Cc1ccc(-c2nnc(N3CCCCC3)c3ccccc23)cc1S(=O)(=O)NCC1CCCO1 (stereo not given)	-8.0	-7	2	-3.1	-0.3	18	0.8	-6	-12

# Record cards, from the list above. Order of values: Vc quorum ag | 3CLpro inhibitor | PriA SSB inh | TcdB GH inh | BoNT-A LC inh2 | Yp Topo-I inh | PfHsp40 rescue | Anthrax LF inh2 | PrPC TRFRET
# `CCOc1ccc(NC(=O)c2ccco2)c([N+](=O)[O-])c1` is listed as -0.1 | 4 | -8 | -0.4 | 0.1 | 1 | 2.6 | -3 | -26
# `O=C(NC(=S)N1CCN(c2ccc(F)cc2)CC1)c1ccccc1` is listed as i | x | 7 | 0.3 | -0.8 | 8 | x | -8 | 1

# Other results follow:
# Each structure is followed by: Vc quorum ag, 3CLpro inhibitor, PriA SSB inh, TcdB GH inh, BoNT-A LC inh2, Yp Topo-I inh, PfHsp40 rescue, Anthrax LF inh2, PrPC TRFRET
O=C1CC(NCc2cccs2)C(=O)N1c1ccc(Cl)cc1 (stereo not given)
    -0.3, 0, -2, x, -0.9, 2, 0.6, 0, 0
CCOC(=O)c1ccc(N2C(=O)c3cccc4c(C(=O)O)ccc(c34)C2=O)cc1
    -3.8, 1, -6, 1.1, -2.4, 12, 0.9, 14, -44
Cc1ccc(C)c(NC(=O)C(C)CC2COCCO2)c1 (stereo not given)
    1.6, -2, -6, x, -1.3, -5, -1.6, -4, 6
CN1/C(=C\C=N\O)C(C)(C)c2ccccc21
    i, 4, x, 1.4, -1.1, -2, -0.1, 0, 6
CCOc1ccc2nc(NC(=O)CSc3nnc(-c4ccncc4)n3CC3CCCO3)sc2c1 (stereo not given)
    i, x, 6, x, 0.4, 3, -0.4, 5, -4
CCc1nc2ccccc2c(C(=O)OC2CCOC2=O)c1C (stereo not given)
    -5.4, -4, -2, x, -0.8, -4, 0.5, -4, -2
O=C(CSc1nnc(C2CC2)n1C1CC1)c1ccccc1F
    -0.4, x, -5, 1.0, 0.7, 2, -1.3, 2, 4
N#Cc1ccc(C(=O)Nc2cccc3cccnc23)c(F)c1
    -0.2, 3, -15, 0.0, -0.3, 1, -2.3, -2, -10
CC1(C)CCc2cc(CN3CCN(c4ccccn4)CC3)ccc2O1
    -0.3, 4, -4, 0.2, -1.2, 30, -0.1, -5, 14
Cn1cc(CN2CCC(Oc3ccc(C(=O)N4CCCC4)cc3)CC2)cn1
    i, -6, 2, 3.8, -0.1, -7, 1.4, -2, -3
Cc1ccc(Oc2nn[nH]n2)cc1
    -1.4, -3, -9, x, -0.4, 0, 0.9, 0, -4
Cc1ccc2c(c1)CC1(CN2C)C(=O)NC(=O)N(C(C)C)C1=O (stereo not given)
    -2.1, 2, 0, x, 1.3, -6, -0.2, 9, -2
Cc1nn(Cc2ccc(Cl)c(Cl)c2)c(C)c1NC(=O)c1cc(-c2ccco2)on1
    -0.2, 2, -4, x, -1.9, 2, 13, -1, 38*
Cn1c(CNC(=O)Nc2ccccc2)nnc1SCc1ccccc1
    i, 2, -17, x, 0.9, 0, -0.5, 1, 0
CCCCCOC(=O)Cn1c(N2CCOCC2)nc2c1c(=O)[nH]c(=O)n2C
    x, 4, -16, -0.1, -1.1, -13, -0.6, -4, 1

# Grouped by structure, the compounds so far with a cyano group
# Each structure is followed by: Vc quorum ag, 3CLpro inhibitor, PriA SSB inh, TcdB GH inh, BoNT-A LC inh2, Yp Topo-I inh, PfHsp40 rescue, Anthrax LF inh2, PrPC TRFRET
COc1ccc(-c2ccc(C#N)c(SCC(=O)Nc3sc4c(c3C#N)CCC4)n2)cc1OC
    -0.4, 3, -15, x, 0.0, -7, -0.8, -16, -8
N#Cc1ccc(C(=O)Nc2cccc3cccnc23)c(F)c1
    -0.2, 3, -15, 0.0, -0.3, 1, -2.3, -2, -10

# Other structures follow.
# Each structure is followed by: Vc quorum ag, 3CLpro inhibitor, PriA SSB inh, TcdB GH inh, BoNT-A LC inh2, Yp Topo-I inh, PfHsp40 rescue, Anthrax LF inh2, PrPC TRFRET
COC(=O)[C@]1(Sc2ccccc2)CC(=O)N[C@@H]1c1ccccc1
    x, x, x, 1.5, -0.9, x, x, 0, 5
COc1cc2c(cc1NC(=O)CN(C)Cc1nc3ccccc3c(=O)[nH]1)oc1ccccc12
    -0.4, 2, 1, x, -0.1, 4, -1.7, 7, 7
O=C(Nc1cccnc1)c1cc(F)cc(F)c1
    7.1, 3, -2, x, 0.3, 10, 0.6, 2, -4
CC(C)c1ccc2oc(-c3ccc(N)cc3)nc2c1
    2.2, 4, -10, x, -7.1, 2, 0.3, -2, -3
CCOCC(=O)Nc1ccc(Br)c(C)c1
    -0.2, -4, -18, 0.7, -0.6, 24, -0.5, -6, 9
O=C(COC(=O)C12CC3CC(CC(Br)(C3)C1)C2)Nc1cccc(S(=O)(=O)N2CCOCC2)c1
    x, x, -5, -0.1, 0.5, 24, 1.4, -4, 3
Cc1cc(C)c(N(C(=O)c2csnn2)C(C(=O)NC2CCCC2)c2ccncc2)c(C)c1 (stereo not given)
    -1.6, 0, -1, 0.8, -0.5, 2, 0.2, -12, 2
CN1/C(=C/C(=S)NC(=O)C2(C)CC2(Cl)Cl)C(C)(C)c2ccccc21 (stereo not given)
    i, 3, 71*, 0.4, 14, 7, 1.0, 9, 18
CCC(C)[C@H]1CNC(=O)C(=O)N1CCCCC1CCCCC1 (stereo not given in full)
    x, x, x, 0.3, 1.2, x, x, 4, 4
C=CCN1C(=O)C(O)=C(C(C)=O)C1c1ccccc1F (stereo not given)
    -0.6, -8, -9, x, 3.5, 8, -1.3, 6, 0
CC1CCCC(C)N1S(=O)(=O)c1ccc(S(=O)(=O)NCc2ccccc2)cc1 (stereo not given)
    -0.6, 0, -13, -0.5, 0.1, 14, 4.7, 3, 1
Cc1ccc(-c2csc(-c3ccncc3)n2)cc1
    i, 2, -12, 1.5, -0.8, 11, 0.7, 1, -13
COc1ccccc1NC(=O)N1CCCC1C(=O)NCc1cccs1 (stereo not given)
    -0.1, -3, -27, -0.4, 2.7, -12, -1.4, 7, 0
COc1cccc(C(=O)NCC(c2ccc3c(c2)OCO3)N2CCN(c3ccc(F)cc3)CC2)c1 (stereo not given)
    -0.8, x, 1, 1.3, x, 28, 0.8, x, -6
S=C(Cc1ccc(Cl)cc1)N1CCOCC1
    -0.1, 0, -3, 1.8, -1.1, 8, -1.5, -2, 5
O=C(CCN1C(=O)COc2ccccc21)NCCC1=CCCCC1
    -1.7, 1, -7, x, -0.8, 11, 0.7, -4, -5
Cn1c(C(=O)N2CCC3(CC2)OCCO3)cc2c(=O)n(C)c3ccccc3c21
    -0.4, 0, -17, x, -0.2, -2, 0.5, -1, 2
Cc1ccc(CNC(=O)C(N=C2NS(=O)(=O)c3ccccc32)C(C)C)cc1 (stereo not given)
    -0.3, x, -2, -0.6, -0.1, -3, -1.4, 1, 5
CCOc1nc(NC(C)C)nc(NC(C)C)n1
    -0.3, -1, -7, x, 0.3, 9, 18, 0, -4
CCCc1cc(=O)[nH]c(N2CCN(Cc3ccc4c(c3)OCO4)CC2)n1
    i, 2, 4, 0.4, -4.1, 2, -1.3, 18, 2
Cc1ccc(C(=O)Nc2ccc(O)c(C(=O)O)c2)o1
    -0.2, 1, -7, -0.2, 0.9, 5, 0.2, -3, 8
C[C@H](CO)N1C[C@H](C)[C@@H](CN(C)C(=O)Nc2ccccc2)Oc2ccc(NC(=O)Nc3ccccc3)cc2C1=O
    i, x, -2, 0.6&0.7, -0.3, 21, 1.1, 1, -2
CC1(C)CC(=O)C2=C(C1)OC(N)=C(C#N)C2c1ccccc1[N+](=O)[O-] (stereo not given)
    -0.2, 1, -1, 0.0, -1.8, 8, 1.2, -8, -1
[O-]/C(=C(\C(=S)Nc1ccc(SC(F)F)cc1)[n+]1ccccc1)c1ccc(Cl)cc1Cl
    -0.4, -2, x, 0.3, 2.3, 13, 0.8, 0, 15
